# Bioassay records: PubChem, Broad Institute
# DENV2 CPE = protects cells from dengue virus 2 cytopathic effect. DENV2-infected cells, cytopathic effect rescue, plate reader. CPE inhibition, % at 9.99 µM. 1.7% of 350,000 active; in the data active means CPE inhibition above about 20%, passing the limit was not always enough; inconclusive means no clear call, values can overlap the other calls; tested in BHK-21 cells;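 further: 0% = median of neutral control wells and 100% = median of positive control wells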
# ERp5 block = ERp5 (human) disulfide isomerase inhibition. Q15084. ERp5 insulin aggregation, absorbance 650 nm, 90 min. inhibition, % at 9.99 µM. 0.05% of 350,000 active. AID 651711;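 active means mean replicate inhibition above about 25%, with every replicate also reaching it, limit read from the data, passing the limit was not always enough; inconclusive means only one of those two criteria met; inactive means neither criterion met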
# Target sequence (Q15084 whole entry, looked up): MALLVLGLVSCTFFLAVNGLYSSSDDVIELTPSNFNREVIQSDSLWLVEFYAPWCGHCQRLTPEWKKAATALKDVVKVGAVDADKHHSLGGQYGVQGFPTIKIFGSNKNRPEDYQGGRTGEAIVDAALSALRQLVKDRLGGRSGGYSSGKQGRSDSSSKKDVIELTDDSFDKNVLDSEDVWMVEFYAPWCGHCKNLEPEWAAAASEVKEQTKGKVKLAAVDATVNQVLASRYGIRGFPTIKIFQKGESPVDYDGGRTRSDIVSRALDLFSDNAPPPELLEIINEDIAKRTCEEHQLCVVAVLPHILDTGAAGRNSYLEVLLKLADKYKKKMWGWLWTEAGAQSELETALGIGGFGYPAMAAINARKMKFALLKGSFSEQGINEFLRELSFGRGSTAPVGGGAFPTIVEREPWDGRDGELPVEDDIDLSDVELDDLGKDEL
# Xi reactivation = X-chromosome reactivation activator. XiGFP mouse fibroblasts, % GFP-positive cells imaging, 3 d; cells co-treated with 5-aza-dC sensitizer; scaled so ellipticine positive control = 100%. activation, % at 7.58 µM. 0.055% of 360,000 active. AID 743238;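 active means mean normalized replicate activation at least 10% and every replicate at or above 10%; inconclusive means only one of the two criteria met; inactive means mean below 10% and not all replicates reach 10%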;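 further: 0% = median of on-plate neutral control wells and 100% = ellipticine 6 µM median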
#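 Material: SV40-immortalized XiGFP fibroblast cells, line 68-5-11 | Buffer or medium: DMEM containing 5-aza-dC | Dosing: One concentration, pinned | Times: 3 d treatment, 15 min room-temperature fixation | Controls: Ellipticine 6 µM positive control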
# INS-1E GSIS act = GLuc luminescence reporter in INS-1E cells, primary screen for activators of glucose-dependent secretion of insulin. 0.61% of 370,000 active. INS-1E GLuc reporter insulin secretion, 2-3 h. activation, % at 16.6 µM;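 active means lowest replicate activation of at least 40%, so every replicate reaches that level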;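 further: 0% = median of neutral control wells and 100% = median of IBMX positive control wells; some compounds called inactive have numbers as strong as hits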
# EWS-Fli inh = EWS/Fli transcriptional activity inhibition; inhibition, % at 12.6 µM; 0.67% of 350,000 active; AID 651661; A673 NR0B1-luciferase reporter, viability-normalised;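 active means mean inhibition of at least 50% after viability correction, with every replicate also passing that limit; inconclusive means mean reaches 50% but only one of two replicates passes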;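 further: firefly luciferase signal divided by Alamar Blue viability fluorescence both relative to DMSO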
# CFTR F508del cor = CFTR F508del correction in bronchial cells. CFBE cells, YFP halide quenching; stimulated with forskolin plus potentiator P3; % fluorescence drop versus neutral controls. activity (quench increase), % at 7.58 µM. 0.36% of 350,000 active. AID 720511;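 active means mean added fluorescence quench of at least 8% versus neutral control, with both replicates also reaching 8%; inconclusive means only one of the mean or replicate conditions met; inactive means mean below 8% and not both replicates reaching 8%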;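 further: cells transiently co-express mutant CFTR-F508del with the halide-sensitive YFP; corrector assay measuring rescue of mutant channel to the surface after 24 h compound exposure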
# PAX8 reporter = inhibitors of PAX8 transcriptional activity in RMG-I cells | RMG-I TPO-luciferase reporter, SteadyGlo, 24 h | inhibition, % at 12.6 µM | 1.2% of 360,000 active | AID 652154;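 active means mean replicate inhibition at least 60% with every replicate also reaching 60%; inconclusive means only one of the two criteria is met; inactive means mean below 60% and not all replicates reaching 60%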;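 further: luciferase light reporting Pax8 driven TPO promoter activity; plate controls were median of neutral control wells for no effect and mitoxantrone controls for full effect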
# ARNT-TACC3 inh = disruptors of human ARNT/TACC3 interaction; AlphaScreen His-ARNT PAS-B/GST-TACC3 binding, luminescence; TACC3 fragment carries E629A point mutation; inhibition, % at 9.99 µM; 0.66% of 390,000 active; AID 623870;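 active means mean inhibition of replicates at least 50% and at least half of replicates each reaching 50%; inconclusive means half or more replicates reach 50% but mean below 50%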;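 further: 0% = complete ARNT plus TACC3 wells and 100% = ARNT alone without TACC3; many hits fall short of the cut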
# The depositor's hits bear a star; ? = inconclusive; . = not tested or not shown.
SMILES,DENV2 CPE,ERp5 block,Xi reactivation,INS-1E GSIS act,EWS-Fli inh,CFTR F508del cor,PAX8 reporter,ARNT-TACC3 inh
Cc1nc2ccccn2c1C(=O)OCC#N,.,9.2,0.0,7.1,-4.7,0.3,19.9,-3.2
Cc1ccc(Cl)c(NC(=O)COC(=O)c2nn(C)c(=O)c3ccccc23)c1Cl,-5.7,-4.7,0.1,2.6,-3.4,-2.5,-9.7,-6.6
NS(=O)(=O)c1cccc(NC(=O)CSc2nnc(-c3ccccc3)o2)c1,-0.1,-1.7,0.1,-1.8,-20.2,4.6,-16.0,6.4
CC(=O)NNC(=S)Nc1cc(S(=O)(=O)N(C)C)ccc1C,.,.,0.0,7.2,.,.,5.8,-2.7
CC(C)CC#Cc1ccc2c(c1)O[C@@H](CN(C)S(=O)(=O)c1ccc(F)cc1)[C@@H](C)CN([C@@H](C)CO)S2(=O)=O,.,.,-0.9,4.8,18.8,0.9,94.9*,.
O=C(C[C@@H]1C[C@@H]2c3cc(NC(=O)NC4CCCCC4)ccc3O[C@@H]2[C@@H](CO)O1)NCc1ccccn1,-2.7,7.3,0.6,-2.3,-4.4,0.5,-8.8,-4.5
Cc1ccc(Nc2nc(N)c([N+](=O)[O-])c(NCc3ccco3)n2)cc1,.,.,0.0,44.6,-29.6,0.4,-45.7,.
Cc1noc(C)c1S(=O)(=O)N(C)C[C@@H]1OCCCC[C@@H](C)Oc2ccc(NC(=O)Nc3cccc4ccccc34)cc2C(=O)N([C@@H](C)CO)C[C@H]1C,0.4,2.8,-1.1,11.6,8.1,-3.2,13.4,-6.5
CC1CCCCC1NC(=O)C1CCC(CNc2c(N3CCCCC3)c(=O)c2=O)CC1 (stereo not drawn),.,-5.8,.,13.7,1.5,2.0,17.8,0.1
COc1ccc(NC(=O)CN2C(=O)CSc3ccc(S(=O)(=O)N4CCC(C)CC4)cc32)cc1,3.8,2.9,0.0,-14.6,.,0.3,0.3,-18.9
CC(=O)c1ccc(S(=O)(=O)N2CCN(S(=O)(=O)c3ccccc3C(F)(F)F)CC2)cc1,5.1,4.6,0.1,2.5,5.0,2.3,-5.4,-2.7
O=C(COc1ccc(S(=O)(=O)N2CCCC2)cc1Cl)N1CCN(c2ccccc2)CC1,-0.2,0.1,.,-2.6,11.7,1.1,.,-0.3
O=C(NC1CCCCC1)N1CC(=O)N2[C@H](C1)[C@H](c1ccc(/C=C/c3ccccc3)cc1)[C@@H]2CO,-3.6,-3.3,-0.1,-11.3,18.5,-3.0,34.7,.
CN(C)c1ccc2c(c1)[C@@H]1C[C@H](CC(=O)N3CCCCC3)O[C@H](CO)[C@@H]1O2,-7.1,10.9,0.0,-2.8,1.2,-1.6,.,.
Cc1cc(=O)n2c(C(=O)Nc3ccc(C(=O)OC(C)C)cc3)c(C(=O)Nc3ccccc3)sc2n1,4.2,2.0,0.1,4.9,21.4,-0.4,6.8,-2.6
COc1ccc(CN(C(=O)c2snc(C(N)=O)c2N)C(C(=O)NC2CCCC2)c2ccco2)cc1 (stereo not drawn),0.1,-4.4,0.0,-11.2,-3.3,2.6,19.6,-7.1
CCCCCCCCCCCC(=O)NC1CCS(=O)(=O)C1 (stereo not drawn),5.3,-0.7,0.0,-14.3,-2.4,0.3,19.2,0.1
O=C(NCc1cccnc1)c1ccccc1NC(=O)c1c(F)cccc1F,16.4,-1.1,0.0,5.9,-4.3,-1.5,-4.6,12.7
COc1cc(/C=C2/SC(=S)N(CCC(=O)Nc3cccnc3)C2=O)cc(OC)c1OC,-1.2,4.1,0.1,.,-4.6,4.5,-22.5,.
C#CCOc1ccccc1/C=N/NC(=O)c1ccccc1OCc1ccccc1,-7.5,-3.2,0.0,-6.8,17.0,-1.2,39.1,0.9
CCCCCC(=O)Nc1cccc(C2=NOC3(C2)C[C@@H](C(N)=O)N(C(=O)CC(c2ccccc2)c2ccccc2)C3)c1 (stereo partly drawn),4.1,1.4,0.2,-38.8,-4.4,0.2,55.2,41.8
Cc1cc([N+](=O)[O-])ccc1NC(=O)CCC(=O)N1CCCCC1,-5.3,2.2,0.0,28.7,.,-1.8,15.3,-27.9
COc1ccc(/C=C2\SC(=S)N(CCCCCC(=O)Nc3cc(C)on3)C2=O)cc1OC,6.2,3.2,0.5,8.3,21.1,-5.1,.,-0.8
COc1ccc(C2=NN(C(=O)CSc3nc4ccccc4s3)C(c3ccc(F)cc3)C2)cc1 (stereo not drawn),.,2.9,0.1,31.1,-8.4,.,26.4,-4.6
COc1ccc(C(C)=O)cc1CSc1nnc(-c2ccncc2)o1,5.8,-4.0,0.0,25.5,-9.1,4.3,-8.6,11.2
CC(=O)N1CCN(C(=O)CCc2cc(C(C)(C)C)c(O)c(C(C)(C)C)c2)CC1,-7.6,3.6,0.5,-19.6,4.0,-1.9,-6.1,-3.1
CC(=O)N1c2ccc(S(=O)(=O)N3CCOCC3)cc2CC1C (stereo not drawn),-7.7,.,-0.1,12.2,.,-0.8,1.2,-3.6
CCCCCCCCCCCCN1C/C(=C\C(=O)OCC)c2cc(C(F)(F)F)ccc2S1(=O)=O,-0.5,0.5,0.0,.,8.3,0.8,-2.9,-22.5
COc1ccc(CN(C)C[C@H]2Oc3c(NC(=O)C4CCCCC4)cccc3C(=O)N([C@@H](C)CO)C[C@@H]2C)cc1,-3.9,4.1,0.1,-5.1,13.0,-3.8,2.5,3.0
C[C@@H]1CN([C@H](C)CO)C(=O)c2cc(NC(=O)Cn3cnnn3)ccc2O[C@@H]1CN(C)Cc1ccc(Oc2ccccc2)cc1,12.8,-2.5,0.2,5.9,6.5,-2.8,15.1,9.9
O=c1[nH]cc(N(CCO)CCO)c(=O)[nH]1,0.8,-1.0,-0.2,16.5,3.3,2.0,0.1,20.7
CCC[C@H]1CN(Cc2cccnc2)C(=O)[C@@H]1CC(=O)Nc1ccc(Br)cc1,-6.0,-1.2,-0.1,-50.2,5.7,1.6,0.0,.
Cc1oc(-c2ccc(Cl)cc2)cc1C(=O)NC1CCN(Cc2ccccc2)CC1,5.7,-0.5,0.0,0.1,9.3,-1.3,18.9,.
Cc1cc(C(=O)c2ccccc2)c(NC(=O)CN2CCOCC2)s1,.,.,0.0,4.8,.,.,14.2,-12.3
COc1ccccc1CNC(=O)C[C@H]1C[C@H]2c3cc(NC(=O)Nc4ccc(C(F)(F)F)cc4)ccc3O[C@H]2[C@@H](CO)O1,-1.4,-0.5,0.2,-11.5,3.8,0.8,-8.2,-7.7
COCC#Cc1ccc([C@@H]2[C@H](CO)N3C(=O)CN(C(=O)CN4CCOCC4)C[C@@H]23)cc1,-5.2,12.6,0.0,24.6,4.1,-2.2,.,.
Cc1cccc(CN2C(=O)/C(=C\c3ccc(C(=O)NCCCN4CCN(C)CC4)cc3)Oc3ccccc32)c1,-7.8,3.5,0.0,32.0,65.0*,1.2,?,-5.1
CCCN1C[C@H](C)[C@H](OC)CN(C)C(=O)c2ccc(NC(=O)c3ccccc3F)cc2OC[C@H]1C,3.9,-3.1,0.0,14.7,-6.6,0.5,-5.6,0.1
O=C(CN1C(=O)/C(=C\c2cccc(Cl)c2)Sc2ccccc21)NCCCN1CCOCC1,3.8,4.6,0.4,8.8,0.6,-0.1,1.7,-11.9
COc1ccc(C)cc1NS(=O)(=O)c1ccccc1,-6.5,5.1,0.7,-1.2,24.9,5.3,-5.5,-0.7
COc1ccc(/C=C/C(=O)NCc2ccccn2)cc1OC,-5.7,8.3,0.3,25.7,-15.3,-1.4,8.1,32.6
COC(=O)c1cccc(-n2c(=O)n(Cc3ccccc3)c(=O)c3[nH]cnc32)c1C,0.3,1.8,0.2,17.2,3.9,0.2,-2.6,-1.0
CC1CCCCN1CCNC(=O)c1ccc2c(c1)N(Cc1cccc(Cl)c1)C(=O)c1ccccc1S2(=O)=O (stereo not drawn),0.5,3.1,0.1,-14.3,16.9,1.7,31.3,.
O=C(Nc1ccccc1N1CCOCC1)C1CCN(S(=O)(=O)c2ccc(F)cc2)CC1,.,.,0.0,6.4,.,.,-13.6,-0.2
C[C@@H]1CN([C@@H](C)CO)C(=O)c2cc(NS(=O)(=O)c3ccccc3)ccc2O[C@H]1CN(C)CC1CCCCC1,-1.5,3.2,0.4,8.4,6.1,0.3,-2.7,-3.4
COCCNC(=O)C[C@@H]1C[C@@H]2c3cc(NC(=O)CC4CC4)ccc3O[C@@H]2[C@@H](CO)O1,7.4,-1.8,0.3,0.9,-2.0,-2.3,-14.3,-10.2
C[C@H](CO)N1C[C@H](C)[C@H](CN(C)C(=O)NC2CCCCC2)OCCCC[C@H](C)Oc2ccc(NC(=O)Nc3ccc(C(F)(F)F)cc3)cc2C1=O,0.6,-0.1,0.7,12.9,6.1,2.4,93.3*,2.7
O=C(OCC(=O)N1CCC(c2ccccc2)=N1)c1ccc(Cl)s1,1.4,-5.2,0.0,1.0,-3.3,-1.1,3.0,-0.3
CCCNC(=O)N1[C@@H](C#N)[C@H](c2ccc(-c3ccccc3F)cc2)[C@@H]1CO,-6.2,-6.1,-0.1,-11.5,8.6,-3.9,16.5,-3.8
COc1nccnc1NS(=O)(=O)c1ccc(N=Cc2c(C)[nH]n(-c3ccc(Cl)cc3)c2=O)cc1,-1.9,-3.0,0.2,-17.7,.,.,-3.2,.
COc1ccc(CN(C)C[C@H]2OCc3cn(nn3)CCCC(=O)N([C@@H](C)CO)C[C@H]2C)cc1,-5.7,0.9,0.0,-9.7,-4.9,-1.6,-3.8,-37.6
Cc1ccc(N(CC(=O)NC2CCCCC2)C(=O)CCCC(=O)Nc2ccccn2)c(C)c1,-4.4,2.9,0.1,-4.9,-0.7,1.5,12.0,-0.2
CCC(=O)Nc1cccc(-c2cn3ccccc3n2)c1,.,.,-0.1,5.6,11.6,.,-64.5,3.3
CCOC(=O)C1CCN(C(=O)COC(=O)/C=C/c2ccc([N+](=O)[O-])cc2)CC1,-0.9,-4.1,0.1,2.4,4.9,2.3,5.8,3.6

# As a short view, 5 of the compounds above.
SMILES,DENV2 CPE,ERp5 block,Xi reactivation,INS-1E GSIS act,EWS-Fli inh,CFTR F508del cor,PAX8 reporter,ARNT-TACC3 inh
COc1ccc(/C=C/C(=O)NCc2ccccn2)cc1OC,-5.7,8.3,0.3,25.7,-15.3,-1.4,8.1,32.6
COC(=O)c1cccc(-n2c(=O)n(Cc3ccccc3)c(=O)c3[nH]cnc32)c1C,0.3,1.8,0.2,17.2,3.9,0.2,-2.6,-1.0
CC1CCCCN1CCNC(=O)c1ccc2c(c1)N(Cc1cccc(Cl)c1)C(=O)c1ccccc1S2(=O)=O (stereo not drawn),0.5,3.1,0.1,-14.3,16.9,1.7,31.3,.
O=C(Nc1ccccc1N1CCOCC1)C1CCN(S(=O)(=O)c2ccc(F)cc2)CC1,.,.,0.0,6.4,.,.,-13.6,-0.2
C[C@@H]1CN([C@@H](C)CO)C(=O)c2cc(NS(=O)(=O)c3ccccc3)ccc2O[C@H]1CN(C)CC1CCCCC1,-1.5,3.2,0.4,8.4,6.1,0.3,-2.7,-3.4
